Source: PubChem BioAssay (National Center for Advancing Translational Sciences (NCATS))
Menin-MLL TR inh: qHTS Assay for Inhibitors Targeting the Menin-MLL Interaction in MLL Related Leukemias: Competition With Texas Red Labeled MLL-derived Mutant Peptide. 0.23% of 270,000 active. Potency, µM (titrated, usually from 61.6 µM), inactives show at the top dose FP activity change, negative = inhibition, most hits filed as inhibitors. Menin + Texas Red MLL mutant peptide, fluorescence polarization. O00255. AID 1768, 2009; active = well fitted inhibition curve with a large enough effect in the polarisation, with a control signal flat, not every such curve was filed as active; inconclusive = small, poorly fitted or top-dose-only effect, or effect the other way, or a change in a side signal; inactive = no such curve, though single readings can be large or run the other way; the % refers to the polarisation; note: potency is the fitted concentration of half-maximal effect; % of control where 0% means no effect; many of its hits are not listed in these tables
Rab9 prom act: qHTS Assay for Rab9 Promoter Activators | 2.8% of 320,000 active | Huh7 Rab9 promoter-luciferase reporter, luminescence, 24 h | Potency, µM (highest dose often 9.22 µM), inactives show at the top dose activation, negative = inhibition, usual class: activators | AID 485297, 2010; note: potency is the fitted concentration of half-maximal effect; % of control where 0% means no effect; nearly all actives have a fitted effect of over 60% in size
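Promoter activation is measured as luciferase luminescence in Huh7 cells stably transfected with a Rab9 promoter–luciferase construct, following 24 h compound exposure at 37 °C and 10 min reagent incubation at ambient temperature.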
PKM2 act: qHTS Assay for Activators of Human Muscle isoform 2 Pyruvate Kinase. 0.34% of 260,000 active. purified PKM2, Kinase-Glo ATP luminescence, activation; response scale: 0% is enzyme alone, no compound. Potency, µM (titrated, usually from 57.5 µM), for the others: top-dose activation, hits mostly activators. AID 1631, 2009; note: potency is the fitted concentration of half-maximal effect; % is set by controls: 0 for no effect and ±100 for the full control effect; nearly all actives have a fitted effect of over 55% in size
Target sequence (P14618 whole entry, looked up, canonical isoform): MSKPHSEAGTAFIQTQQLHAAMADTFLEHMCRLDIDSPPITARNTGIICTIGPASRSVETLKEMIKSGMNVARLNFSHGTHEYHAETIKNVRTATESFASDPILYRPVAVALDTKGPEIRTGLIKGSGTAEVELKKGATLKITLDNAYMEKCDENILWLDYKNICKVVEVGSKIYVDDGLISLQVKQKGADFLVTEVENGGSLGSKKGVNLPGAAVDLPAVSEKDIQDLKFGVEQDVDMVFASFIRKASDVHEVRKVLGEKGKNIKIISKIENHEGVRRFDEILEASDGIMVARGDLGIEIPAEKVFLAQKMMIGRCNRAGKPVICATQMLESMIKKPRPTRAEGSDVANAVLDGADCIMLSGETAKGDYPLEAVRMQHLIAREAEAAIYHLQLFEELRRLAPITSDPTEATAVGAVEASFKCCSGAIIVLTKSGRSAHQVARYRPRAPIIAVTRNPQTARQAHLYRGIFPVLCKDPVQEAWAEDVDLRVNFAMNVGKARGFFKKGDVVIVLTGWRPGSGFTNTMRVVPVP
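ATP formation by purified human PK-M2, quantified via coupled luciferase luminescence after 1 h at room temperature with 0.1 mM ADP and 0.5 mM PEP final.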
RORg inh: qHTS for inhibitors of ROR gamma transcriptional activity; Drosophila S2 Gal4-RORgamma UAS-luciferase reporter, 20 h; Potency, µM (doses to about 53.6 µM), inactives show top-dose activity change, negative = inhibition, actives largely listed as inhibitors; 5.4% of 310,000 active; AID 2551, 2010; note: potency is the fitted concentration of half-maximal effect; % is set by controls: 0 for no effect and ±100 for the full control effect; nearly all actives have a fitted effect of over 60% in size
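Stably transfected Drosophila Schneider cells are the test system, with ROR gamma fused to Gal4 and luciferase under UAS control; luminescence is read after 20 hr of 700 uM copper sulfate induction at ambient temperature.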
BRCA1 expr up: qHTS Assay to Identify Small Molecule Activators of BRCA1 Expression; MCF7-BRCA1-FFLuc reporter, luminescence, 48 h; response scale: scaled: vehicle 0%, 10 µM genistein 100%; Potency, µM (doses to about 46.1 µM), inactives show top-dose activation, hits mostly activators; 1.1% of 380,000 active; AID 624202, 2012; note: potency is the fitted concentration of half-maximal effect; nearly all actives have a fitted effect of over 80% in size; some results filed as inactive show a strong effect at the top dose
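MCF7-BRCA1-FFLuc cells, 2000/well in phenol-red-free MEM, attached 2 h then treated 48 h at 37 C. Luciferase luminescence read 15 min after reagent; normalized to genistein maximum activation (10microM) and DMSO, concentration-response fitted.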
FLuc counter: qHTS profiling assay for firefly luciferase inhibitor/activator using purifed enzyme and Km concentrations of substrates (counterscreen for miR-21 project) | Luciferin 4-monooxygenase (Photinus pyralis), P08659 | purified FLuc, Km substrates, luminescence inhibition | Potency, µM (highest dose often 57.5 µM), inactives show top-dose activity change, negative = inhibition, actives largely listed as inhibitors | 6.9% of 360,000 active;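 note: potency is the fitted concentration of half-maximal effect; plate controls were vehicle for no effect and reference inhibitor for full effect; nearly all actives have a fitted effect of over 55% in size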
Target sequence (P08659 whole entry, looked up): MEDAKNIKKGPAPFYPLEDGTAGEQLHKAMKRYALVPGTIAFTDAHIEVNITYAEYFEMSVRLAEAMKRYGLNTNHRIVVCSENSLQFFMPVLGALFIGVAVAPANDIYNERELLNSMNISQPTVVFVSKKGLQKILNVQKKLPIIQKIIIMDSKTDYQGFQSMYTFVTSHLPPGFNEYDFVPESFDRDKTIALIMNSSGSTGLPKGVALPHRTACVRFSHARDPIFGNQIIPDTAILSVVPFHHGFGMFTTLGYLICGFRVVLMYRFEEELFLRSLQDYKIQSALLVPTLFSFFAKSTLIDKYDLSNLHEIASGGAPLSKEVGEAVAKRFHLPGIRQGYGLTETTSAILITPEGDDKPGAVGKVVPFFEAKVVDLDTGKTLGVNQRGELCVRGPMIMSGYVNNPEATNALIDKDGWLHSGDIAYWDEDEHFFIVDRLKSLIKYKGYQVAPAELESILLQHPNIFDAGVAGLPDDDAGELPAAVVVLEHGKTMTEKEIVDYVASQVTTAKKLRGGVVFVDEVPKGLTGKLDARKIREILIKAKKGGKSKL
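Purified P. pyralis luciferase (10nM final) with 10uM D-luciferin and 10uM ATP (Km levels) in 50mM Tris acetate pH 7.5, 10mM Mg acetate, 0.01% Tween-20, 0.05% BSA; qHTS 6-point titration, ~60 µM downward; luminescence read.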
p53 reactivation: qHTS assay for re-activators of p53 using a Luc reporter | H1299 p53-A138V BP100-luciferase reporter, luminescence, 24 h | 0.063% of 320,000 active | Potency, µM (series often up to 92.2 µM), for the others: at the top dose activity change, positive = activation, most hits filed as activators; note: potency is the fitted concentration of half-maximal effect; % of control where 0% means no effect; nearly all actives have a fitted effect of over 45% in size
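H1299 (p53-null), stable ts p53-A138V + BP100-Luc; 1000 cells/well, Opti-MEM/10% FBS; cpd 4 pt, 1:5; 24 h, 37 deg C, 5% CO2; detection reagent 10 min RT; luminescence.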
ELG1 genotox: qHTS screen for small molecules that induce genotoxicity in human embryonic kidney (HEK293T) cells expressing luciferase-tagged ELG1. HEK293T ELG1-luciferase reporter, luminescence, 16 h. Potency, µM (top dose mostly 46 µM), for the others: at the top dose activity change, positive = activation, usual class: activators. 1.3% of 330,000 active; note: potency is the fitted concentration of half-maximal effect; % of control where 0% means no effect; nearly all actives have a fitted effect of over 60% in size
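Screening used a luciferase reporter fused to human ELG1 in HEK293T cells. Luminescence was read on a CCD plate imager after 16 hr exposure and 30 min ONE-Glo incubation.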
Giardia killer: Small Molecules that selectively kill Giardia lamblia: qHTS | activity change, % at 7.66 µM, hits read low | 0.15% of 340,000 active | Giardia lamblia trophozoite viability; in the data active = activity change below about -80%; inconclusive = between about -30% and that limit;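 note: parasites exposed to compound for two days anaerobically before the ATP read; % is set by controls: 0 for no effect and ±100 for the full control effect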
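Viability, read as ATP luminescence: trophozoites at 100 cells/well, compound added, 48 hrs anaerobic at 37 deg C, then 15-30 min room-temperature development before reading.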
VP16 counter: VP16 counterscreen qHTS for inhibitors of ROR gamma transcriptional activity. Potency, µM (highest dose often 53.6 µM), without a hit: at the highest dose activity, negative = inhibition, actives largely listed as inhibitors. AID 2546, 2010. 3.5% of 310,000 active. Drosophila S2 Gal4-VP16 UAS-luciferase, luminescence, 20 h;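 note: Gal4-VP16 expression switched on by copper sulfate through the metallothionein promoter; potency is the fitted concentration of half-maximal effect; % is set by controls: 0 for no effect and ±100 for the full control effect; nearly all actives have a fitted effect of over 50% in size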
NPC1 prom act: qHTS Assay for NPC1 Promoter Activators; Potency, µM (top dose mostly 9.22 µM), for inactives: at the highest dose activation, hits mostly activators; 2.4% of 320,000 active; AID 485313, 2010; Huh7 NPC1 promoter luciferase reporter, 24 h;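 note: potency is the fitted concentration of half-maximal effect; % of control where 0% means no effect; nearly all actives have a fitted effect of over 60% in size; reporter is driven by a mutant NPC1 promoter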
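Readout is luciferase luminescence, reflecting NPC1 promoter activation in stably transfected Huh7 cells after 24 h compound exposure at 37 °C in reduced-serum medium with 10% FBS.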
Active calls of the source: *; u = inconclusive; x = no result given; & = joins results of further samples; [ ] = remark or other dose. Unless noted, calls come from the whole dose curve; as a rule, active = well fitted curve in the direction sought with a large enough effect; inconclusive = small, poorly fitted or top-dose-only effect, or another doubt; inactive = no such curve, though single readings can be large; an effect the other way counts as inactive or inconclusive. An excerpt; the hit share may differ from the screen's.

SMILES	Menin-MLL TR inh	Rab9 prom act	PKM2 act	RORg inh	BRCA1 expr up	FLuc counter	p53 reactivation	ELG1 genotox	Giardia killer	VP16 counter	NPC1 prom act
O=C(CN1C(=O)COc2ccc(S(=O)(=O)N3CCCC3)cc21)NC1CCCCCCC1	-18.5%	-3.0%	-21.1%	-1.5%	x	-1.6%	-18.6%	1.0%	x	-0.3%	-1.0%
Cc1ccc(C(C)C)c(OCC(=O)OCc2c(C)noc2C)c1	-13.8%	-4.0%	-1.8%	3.5%	-1.0%	u	-1.4%	1.4%	16.6	2.2%	-0.2%
CN(C)/C=C(\C(=O)c1cccc(Cl)c1)c1nnnn1-c1ccccc1	x	2.4%	-0.5%	14.1µM*	-37.8%	-0.4%	3.0%	-5.9%	-3.5	u	1.8%
O=C(NC(=S)N1CCOCC1)c1cc2ccccc2o1	13.1%	26.9%	-17.5%	1µM*	44.0%	-12.3%	10.2%	9.7%	-10.3	3.16µM*	8.2%
c1ccc(-n2ncc3c(NCc4cccnc4)ncnc32)cc1	33.9%[activator]	u	-1.4%	x	u	16.9µM*	u	u	2.9	1.41µM*	u
Cc1ccnc(NS(=O)(=O)c2ccc(N3C(=O)c4c(Cl)c(Cl)c(Cl)c(Cl)c4C3=O)cc2)n1	15.0%	9.6%	9.8%	-22.2%	1.3%	4.7%	13.0%	0.2%	3.7	-2.3%	0.1%
CC(=O)Nc1cc(C(=O)OCC(=O)c2ccc(Cl)cc2Cl)ccc1C	11.6%	2.1%	0.0%	32.7%	3.2%	2.39µM*	8.5%	-1.4%	0.5	u	-2.6%
O=C(NCCc1ccccc1)C(=O)c1c(-c2ccccc2)[nH]c2ccccc12	-8.1%	-4.1%	-0.3%	29.0%	-20.7%	-2.8%	-6.4%	-3.5%	-28.6	-4.6%	-5.5%
COc1ccc(-c2nn3c(-c4ccccc4)nnc3s2)cc1	-1.4%	5.3%	-4.5%	-37.0%	-19.7%	u	6.9%	-7.5%	-28.4	1.1%	11.1%
COc1cc(OC)c2ccc(=O)oc2c1C(CC(=O)N1CCOCC1)c1ccc2c(c1)OCO2 (stereo not drawn)	4.8%	-0.7%	-2.4%	-32.9%&2.1%	10.8%	1.7%	0.3%	3.2%	17.9&-17.4	-6.0%&4.0%	-8.0%
COc1ccc(-n2c(SCC(=O)Nc3ccccc3C)nc(O)c(Cc3ccccc3)c2=O)cc1	x	-3.5%	x	28.6%	-30.2%	0.0%	5.4%	-3.7%	1.8	4.9%	-3.8%
O=C(O)c1ccc(CSc2nnc(COc3ccccc3)o2)cc1	1.9%	-7.0%	1.6%	-1.1%	-2.8%	u	1.1%	1.9%	-2.0	-0.6%	-1.2%

Taken from above:
For Giardia killer, CN(C)/C=C(\C(=O)c1cccc(Cl)c1)c1nnnn1-c1ccccc1 is entered as -3.5
For Giardia killer, COc1cc(OC)c2ccc(=O)oc2c1C(CC(=O)N1CCOCC1)c1ccc2c(c1)OCO2 (stereo not drawn) is entered as 17.9&-17.4

(further entries)
SMILES	Menin-MLL TR inh	Rab9 prom act	PKM2 act	RORg inh	BRCA1 expr up	FLuc counter	p53 reactivation	ELG1 genotox	Giardia killer	VP16 counter	NPC1 prom act
O=S(=O)(Cc1ccccc1Cl)NCCc1ccccc1	14.4%	2.4%	-7.3%	-13.3%	13.8%	-2.1%	-8.1%	2.6%	-0.5	2.1%	-0.3%
COCCCN(Cc1ccccn1)S(=O)(=O)Cc1ccccc1	22.2%	-0.9%	-11.5%	u	-1.1%	6.3%	-0.1%	0.1%	0.8	3.1%	-0.2%
Cc1ccc(/C=C2\SC(=O)N(CCC(=O)N3CCN(C)CC3)C2=O)cc1	-0.9%	24.1%	-5.4%	34.8%	u	13.5µM*	u	u	-1.4	-5.7%	u
CNC(=O)C1CC(=O)N(c2ccc(OCC(=O)N3CCCC3)cc2)C1 (stereo not drawn)	-12.7%	0.9%	x	-14.2%	16.2%	-2.6%	4.0%	2.1%	21.4	-2.6%	1.4%
O=C(CC1CCCCC1)NCCOc1ccccc1	-3.8%	1.1%	-3.3%	u	38.2%	-10.9%	19.8%	6.4%	13.9	3.7%	11.4%
CCN(CC)S(=O)(=O)c1ccc(C(=O)Nc2nnc(COC)o2)cc1	-5.5%	0.9%	4.1%	3.55µM*	0.2%	-5.2%	-2.1%	-8.3%	-2.6	15.8µM*	-3.5%
CN(CC1CCOCC1)C(=O)CC1C(=O)NCCN1Cc1ccc(Cl)c(F)c1 (stereo not drawn)	x	-2.9%	-2.1%	14.5%	7.5%	6.3%	-0.4%	6.5%	2.9	1.9%	1.0%
N#Cc1cccnc1N1CCN(C(=O)c2ccco2)CC1	x	2.1%	-1.1%	18.5%	37.0%	-3.5%	0.0%	4.6%	-7.3	1.8%	-0.2%
CCN(CC)c1ccc(NC(=S)NC(=O)Cc2ccccc2)cc1	11.4%	-5.0%	-3.1%	2.51µM*	-1.7%	-19.6%	9.8%	-1.3%	1.2	2.51µM*	-1.1%
COc1ccc(NC(=O)CN2C(=O)COc3ccccc32)cc1OC	-26.7%	0.1%	4.8%	10.8%	-7.7%	-0.4%	8.1%	-1.8%	-6.5	-3.5%	0.3%
O=C(CCC(=O)c1ccc(Cl)cc1)NCc1ccccc1	21.9%	2.5%	x	0.4%	-8.8%	7.2%	0.2%	-1.7%[9.26 µM]	-4.6	-4.9%	1.4%
O=S(=O)(Nc1ncccn1)c1ccc(-n2cnnn2)cc1	-0.9%	-7.5%	-3.9%	-1.9%	-4.3%	1.2%	1.3%	1.0%	6.4	-18.4%	-1.6%
Cc1nn(-c2ccccc2)c(Cl)c1/C=N/NC(=O)c1cccnc1	4.7%	1.1%	0.4%	32.1%	19.0%	13.5µM*	19.8%	9.3%	6.1	20.5%	-0.4%
CCOCN(C(=O)Cn1c(CO)nc2ccccc21)c1c(C)cccc1CC	2.6%	-3.6%	-2.2%	-16.0%	-2.2%	0.6%	-9.5%	-0.8%	1.4	2.3%	-0.3%
O=C(NC1(C(=O)NC2CCCCC2)CCCCC1)c1ccc2c(c1)OCO2	-5.0%	10.1%	-0.7%	32.3%	-13.8%	-1.4%	u	2.8%	-23.5	11.9%	0.0%
CNc1ccccc(C(=O)/C=C/c2ccccc2OC)c1=O	-3.4%	2.3%	26.2%	u	-76.6%	21.3µM*	-37.5%[inhibitor]	-4.8%	-1.5	u	1.4%
O=C(Nc1ccc(F)cc1)Nn1cnnc1	1.0%	1.9%	x	-12.6%	16.5%	-1.8%	1.6%	0.2%	10.9	-1.7%	1.1%
COC(=O)c1ccc([N+](=O)[O-])cc1N1C(=O)C2C3CCC(C3)C2C1=O (stereo not drawn)	4.4%	-0.3%	-4.4%	-40.5%	43.0%	1.0%	1.5%	-2.4%	18.8	-17.4%	18.2%
CCOC(=O)c1c(C)cc(=O)oc1C	-8.4%	-1.8%	0.4%	-21.3%	0.4%	-0.7%	-3.9%	-0.1%	-22.2	-3.8%	1.1%
S=C(NC1CCCCC1)N1CCN(C2CCCCC2)CC1	u	-7.1%	1.3%	2.2%	-1.9%	1.8%	-1.5%	-1.1%	-7.7	0.3%	0.3%
N#Cc1c(N)nc2c(c1-c1ccc(F)cc1)CCC2	x	-7.3%	-0.6%	-0.7%	-0.6%	-0.9%	-5.0%	1.0%	9.4	-0.5%	-3.7%
Nc1c(-c2ccc(Cl)cc2)cnn1-c1ccccc1	u	0.891µM*	x	-26.6%	u	4.78µM*	u	6.51µM*	-11.9	4.0%	2.24µM*
Cc1ccc(S(=O)(=O)NCC2CCC(C(=O)NCc3cccnc3)CC2)cc1 (stereo not drawn)	-0.3%	11.9%	-47.3%	-16.4%	-7.8%	-0.6%	-0.7%	-1.0%	5.1	2.4%	0.8%
CCOC(=O)c1c(NC(=O)COc2ccccc2)sc2c1CC(C)(C)NC2(C)C	u	-3.0%	-0.7%	0.0%	-9.2%	0.0%	4.8%	-9.6%	-14.1	-13.6%	-6.6%
Cc1nn(-c2cccc(Cl)c2)c2c1C(c1cccnc1)C(C#N)=C(N)O2 (stereo not drawn)	u	3.4%	-0.2%	-25.3%	-56.1%	-2.9%	10.1%	0.6%	13.7	2.8%	-3.1%
COc1ccccc1NC(=O)c1sc2nc3n(c(=O)c2c1C)CCC3	1.5%	10.4%	5.4%[0.46 µM]	-2.0%	1.3%	3.3%	-2.7%	-0.8%	-9.4	-2.5%	-2.5%
